Screening data (PubChem)
V1aR counter = counter-screen for oxytocin receptor agonists: human V1a receptor agonists; P37288; CHO-V1R cells, Fluo-8 calcium fluorescence, agonist mode; 0% DMSO, 100% 3 nM vasopressin; activation, % at 3 µM; 320,000 compounds, 0.25% hits; AID 2797;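 active = activation above the mean activation of all tested compounds plus 3 SD, per screening run, cut at about 20% in these data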;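 also: signal is peak over basal fluorescence ratio across a 100 second FLIPR read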
GPR7 antagonist = antagonists of human GPR7 (neuropeptides B/W receptor 1). AID 1861. inhibition, % at 4.4 µM. 290,000 compounds, 1.1% hits. P48145. GPR7-expressing cells, fluorescence antagonist assay; in the data active = inhibition above about 16%, passing the limit was not always enough;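 also: cells stimulated with the agonist NPW; 0% = agonist with vehicle and 100% = vehicle without agonist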
Target sequence (P48145 whole entry, looked up): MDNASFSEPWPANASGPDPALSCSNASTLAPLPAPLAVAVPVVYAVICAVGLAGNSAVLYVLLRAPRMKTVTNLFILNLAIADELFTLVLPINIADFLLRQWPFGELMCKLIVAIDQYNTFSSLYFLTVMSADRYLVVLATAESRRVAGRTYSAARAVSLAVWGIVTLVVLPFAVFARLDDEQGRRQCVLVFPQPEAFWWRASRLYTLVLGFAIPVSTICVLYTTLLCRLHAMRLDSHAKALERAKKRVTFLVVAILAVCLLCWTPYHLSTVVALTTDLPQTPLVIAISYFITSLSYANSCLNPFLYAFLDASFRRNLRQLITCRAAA
M1 PAM parental = nonselective activator or artifact in parental CHO-K1 calcium assay; activation, % at 3 µM; ATP EC20, Fluo-8 calcium fluorescence; 0% at ATP EC20, 100% at ATP max; 360,000 compounds, 0.02% hits; AID 602247;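 active = activation above the run cutoff, the mean activation of all test compounds plus 3 SD, cut at about 40% in these data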;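 also: peak over basal fluorescence ratio in a 140 s read after ATP addition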
CHO-K1 Ca antag = nonselective inhibitor or artifact in parental CHO-K1 cells; ATP-induced calcium, Fluo-8 fluorescence; inhibition, % at 3 µM; 360,000 compounds, 0.6% hits;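 active = inhibition above a per-plate cutoff, the plate's mean sample inhibition plus 3 SD, cut at about 24% in these data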;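 also: 0% = DMSO plus EC80 ATP and 100% = DMSO alone without ATP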
CHO parental Ca = signal in parental CHO cells, OX1R antagonist counter-screen. parental CHO-K1, ATP-induced calcium, Fluo-8 fluorescence. AID 463079. 330,000 compounds, 0.63% hits. inhibition, % at 5.6 µM;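 active = inhibition above that plate's mean sample inhibition plus 3 SD, cut at about 26% in these data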;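 also: 0% = ATP-challenged DMSO wells and 100% = DMSO wells without ATP; some compounds past the cut are filed as inactive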
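Assay system – parental CHO cells · Reagent – ATP stimulus · Detection – intracellular calcium via Fluo-8 no-wash fluorescent dye · Evaluation – percent inhibition of ATP-evoked calcium rise, normalized to controls · Controls – ATP wells versus no-ATP DMSO wells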
OXTR potentiator = human OXTR potentiation. CHO-OTR cells, Fluo-8 calcium fluorescence, potentiator mode; 0% = oxytocin EC15, 100% = EC100. P30559. activation, % at 3 µM. 320,000 compounds, 0.061% hits;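 active = activation above that plate's cutoff, the mean activation of tested compounds plus 3 SD, cut at about 6.6% in these data, passing the limit was not always enough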;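 also: 100% uses oxytocin at 75 nM as the full agonist control; some results filed as inactive read as strong as hits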
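System: human OTR in CHO cells / Also added: sub-maximal oxytocin, roughly EC15 / Control set: EC15 oxytocin low, 75 nM oxytocin high / Schedule: 6 min compound pre-incubation at room temperature, 100 s kinetic read / Compound: single-point 3.0 µM / Replication: singlicate / Technique: Fluo-8 calcium dye fluorescence / Read-out basis: % activation of max/min ratio relative to oxytocin controls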
TAAR1 antag = human TAAR1 antagonism; Q96RJ0; CHO RD-HGA16 TAAR1, Fluo-8 calcium fluorescence, antagonist; inhibition, % at 3 µM; 360,000 compounds, 1.5% hits;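 active = inhibition above a per-plate cutoff, the mean inhibition of test compounds on that plate plus 3 SD, cut at about 49% in these data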;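 also: 0% = DMSO plus EC80 beta-PEA response and 100% = DMSO alone without agonist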
Target sequence (Q96RJ0 whole entry, looked up): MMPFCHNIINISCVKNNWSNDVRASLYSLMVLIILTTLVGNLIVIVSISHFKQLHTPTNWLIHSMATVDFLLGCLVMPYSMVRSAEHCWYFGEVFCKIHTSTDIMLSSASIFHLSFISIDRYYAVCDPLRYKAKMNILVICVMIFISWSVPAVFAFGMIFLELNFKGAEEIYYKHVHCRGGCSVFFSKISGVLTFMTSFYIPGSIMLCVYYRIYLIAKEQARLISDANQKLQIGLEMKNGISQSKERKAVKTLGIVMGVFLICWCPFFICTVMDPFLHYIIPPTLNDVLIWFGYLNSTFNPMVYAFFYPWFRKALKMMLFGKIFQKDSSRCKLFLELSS
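Test system – hTAAR1-expressing CHO RD-HGA16 cells, Gα16-coupled · Also added – β-PEA at EC80 concentration, post-compound challenge · Compound – 3 µM, single point · Incubation – dye loading 75 min at 37 °C, then 30 min room temperature · Measured by – Fluo-8 intracellular calcium dye fluorescence, real-time kinetic reads · Benchmarks – vehicle and agonist controls · Replicates – singlicate, one well per test compound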
CHO-K1 Ca ag = counter-screen for M1 agonists: effect in parental CHO-K1 cells. Fluo-8 calcium fluorescence; scaled to maximal ATP response, vehicle zero. AID 602248. 360,000 compounds, 0.48% hits. activation, % at 3 µM; in the data active = activation above about 15%;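 also: untransfected CHO-K1 host cells lacking M1 receptor as counterscreen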
OXTR agonist = agonists of human oxytocin receptor; CHO-OTR cells, Fluo-8 calcium fluorescence; normalized: DMSO 0%, oxytocin 100%; P30559; activation, % at 3 µM; 320,000 compounds, 0.32% hits;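 active = activation above the mean of all tested compounds plus 3 SD, cutoff set per screening run, cut at about 20% in these data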;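 also: peak over basal fluorescence ratio from a 100 s FLIPR kinetic read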
* hit, by the source's call; / = not tested or not shown. An unsorted share of the library (roughly 3.5% active in at least one column).

SMILES	V1aR counter	GPR7 antagonist	M1 PAM parental	CHO-K1 Ca antag	CHO parental Ca	OXTR potentiator	TAAR1 antag	CHO-K1 Ca ag	OXTR agonist
O=C(COc1ccc(Br)cc1)NNC(=O)c1cc(S(=O)(=O)N2CCOCC2)ccc1Cl	/	/	18.0	-10.8	/	/	-17.5	-0.1	/
O=C1c2ccccc2S(=O)(=O)c2cc(N3CCN(c4ccccc4)CC3)ccc21	0.3	/	/	/	-9.4	-5.8	20.3	/	0.1
Cc1ccc(C(=O)NCC(=O)OCC(=O)NCCc2ccccc2)s1	-0.3	-8.4	23.0	-18.1	2.2	-8.7	10.4	0.3	-1.8
O=C(O)c1ccc(NS(=O)(=O)/C=C/c2ccccc2)cc1	0.0	12.0	-6.6	-1.3	12.5	-3.4	-5.8	0.3	1.4
O=C(Nc1cccc(S(=O)(=O)N2CCCCC2)c1)c1ccccn1	-1.2	-9.7	-5.8	-5.7	-8.5	-4.5	4.2	1.7	-1.2
CCCn1nnnc1NC(=O)COc1ccc(Br)cc1	0.1	-9.0	14.0	4.3	-14.6	-0.6	-8.2	0.8	-0.3
Cc1ccc(N2CC(C(=O)Nc3cccc(S(=O)(=O)N4CCOCC4)c3)CC2=O)cc1 (stereo unspecified)	/	/	10.5	-10.2	/	/	-32.6	0.4	/
COc1ccc(Cn2nnnc2CN2CCc3ccccc32)cc1	-0.6	-3.7	-10.1	3.6	-6.5	-4.3	-4.7	-0.1	-0.7
CCOC(=O)[C@H]1[C@H]2COc3cc(OC)ccc3[C@@H]2N2C(=O)CN(Cc3ccccc3)C(=O)[C@@]12C	-1.1	/	1.9	-5.3	-20.4	3.9	7.8	0.3	0.0
O=C(CC1Nc2cccc3cccc(c23)NC1=O)Nc1ccccc1 (stereo unspecified)	3.6	3.7	12.6	0.3	2.7	-1.2	10.2	3.3	3.8
CCCc1nc2oc3c(=O)[nH]cnc3c2c2c1CCCC2	-0.2	-7.2	14.1	-5.9	-11.7	-10.6	-6.9	0.7	0.0
O=C(CSc1ccc(Br)cc1)Nc1ccccc1N1CCOCC1	0.9	-5.8	-4.0	-6.3	-22.3	-7.3	1.2	0.0	-1.2
CC(C)c1ccc(NC(=O)C(c2ccc3c(c2)OCO3)N2CCC3(CC2)OCCO3)cc1 (stereo unspecified)	1.4	0.2	7.5	-4.5	-21.9	-4.7	-6.9	0.0	0.0
COC(=O)C1=CN(c2cccc(Cl)c2)C=C(C(=O)OC)C1c1cccc(OC)c1	/	-20.8	13.1	-4.0	/	/	-39.6	0.3	/
O=S1(=O)CCN2C(c3ccco3)=CSC2=N1	0.4	-1.9	16.8	0.1	8.3	-17.4	-9.5	0.3	1.3
O=C(c1cccs1)N1CCN(C/C=C/c2ccccc2)CC1	3.3	3.1	13.8	-14.4	-20.2	-8.8	-10.5	1.2	1.5
NC(N)=NS(=O)(=O)c1ccc(N)cc1	-0.1	-1.8	0.4	-1.9	-3.3	-5.1	-12.5	-0.3	-0.3
COC(=O)c1ccccc1NC(=O)CC(=O)Nc1ccccc1C(=O)OC	0.2	-0.6	9.1	-14.2	-19.2	-14.2	1.3	2.8	-1.3
Cn1c(SCC(=O)Nc2ccc3c(c2)OCCO3)nnc1-c1ccncc1	0.4	-3.5	16.7	-15.6	-2.9	2.6	2.7	0.5	0.0
COc1ccc(CCNC(=O)c2cc3c(=O)n4cccc(C)c4nc3s2)cc1OC	0.1	-3.0	-16.1	-5.4	4.2	-5.9	13.3	0.0	0.0
O=C1COc2ccc(C(=O)NCc3ccc4c(c3)OCO4)cc2N1	1.2	-6.3	17.2	-12.8	-5.2	-4.7	24.0	0.8	-0.5
COC(=O)c1ccc(C)c(NS(=O)(=O)c2ccc(NC(C)=O)cc2)c1	2.7	4.3	3.8	-23.3	-8.9	-5.0	3.7	4.6	4.3
O=C(Nc1nnc(C2CC2)s1)C1Cc2ccccc2CN1S(=O)(=O)c1ccccc1F (stereo unspecified)	0.5	-9.6	6.1	-22.7	-21.8	-3.4	-49.8	-0.8	-1.4
CCC(=O)NC(=S)NNC(=O)c1ccc(OC)cc1	0.7	-6.8	-3.2	-12.4	1.3	-2.1	11.2	0.1	-0.2
O=C(C1=C[C@H](c2ccc(C(F)(F)F)cc2)C[C@H](OCc2ccc(CO)cc2)O1)N1CCN(Cc2ccccc2)CC1	1.1	2.2	12.8	-22.7	-17.2	-15.2	7.7	0.8	-2.2
Cc1oc(C(C)(C)C)cc1C(=O)Nc1ccc(N2CCOCC2)cc1	-1.8	-13.9	11.3	0.6	-18.9	2.0	-5.6	2.6	-2.7
Nc1nonc1-n1nnc(C(=O)N/N=C/c2ccccc2O)c1CN1CCCC1	2.2	/	14.4	-11.2	-11.2	-2.9	1.7	0.1	0.9
N#CCCN(C(=O)CN1CCN(S(=O)(=O)c2ccc3c(c2)OCCO3)CC1)c1ccc(F)cc1	0.1	/	10.9	-15.5	-19.7	-0.9	9.2	-1.0	-1.8
CCC1CCCCN1C(=O)CCc1nnc(C2CCCCC2)o1 (stereo unspecified)	-0.9	-6.5	-0.1	-3.2	-15.1	-10.1	-14.0	3.7	0.0
CCc1cccc(NC(=O)Cc2ccc([N+](=O)[O-])cc2)c1	-0.6	-9.0	-3.5	4.9	-9.0	-0.6	-2.3	0.6	-1.0
CCn1c(-c2csc(-c3ccc(Cl)cc3)n2)n[nH]c1=S	1.0	-6.8	19.4	-10.6	0.0	-1.0	-18.6	0.1	-0.5
CC(C)=CCC/C(C)=C/C=N/NC(=O)c1ccc([N+](=O)[O-])cc1	1.6	-6.1	18.6	-10.6	-8.9	-11.4	-19.5	0.6	1.9
COc1cc(OC)cc(-n2nnnc2SCC(=O)NCCc2ccc(OC)c(OC)c2)c1	-0.5	-4.5	16.2	-11.4	-28.4	3.1	-6.5	0.7	-1.0
c1ccc(Cn2nnnc2C(c2cccs2)N2CCCCCC2)cc1 (stereo unspecified)	0.1	-10.2	4.1	-12.5	4.0	-6.8	47.7	-0.4	-0.6
COCC1CCN(C(=O)c2ccc3oc(Cc4ccccc4)nc3c2)C1 (stereo unspecified)	1.5	-9.0	-20.6	-3.7	5.0	-4.4	-4.3	0.3	0.3
Oc1ccc(/C=N/Nc2ncc(Br)cn2)c(O)c1	0.3	-10.3	20.3	-23.2	-14.0	-1.9	-7.9	0.1	-0.6
O=C(Nc1nccs1)C(=O)c1c[nH]c2ccccc12	0.4	1.1	-0.5	7.8	-1.6	-11.2	15.2	1.3	-0.3
Cc1cc(=O)n2nc(N3CCCC(C(=O)NCCCN4CC(C)CC(C)C4)C3)sc2n1 (stereo unspecified)	0.2	-2.6	3.1	-3.9	1.0	-2.9	0.9	-0.1	0.8
COc1ccc(Oc2nc3c(c(=O)n(C)c(=O)n3C)n2Cc2ccccc2)cc1	0.2	1.8	13.0	5.6	0.0	-4.1	-7.6	-0.1	-1.2
CC1(C(=O)O)CCCN(C(=O)/C=C/c2ccccc2)C1 (stereo unspecified)	/	/	9.5	-2.9	/	/	-15.7	0.4	/
COC(=O)c1ccc(NCCC(=O)O)cc1	1.0	4.0	-1.7	3.8	-9.9	-6.9	-2.1	0.2	0.7
CN(Cc1ccccc1)C(=O)c1cccc(N2C(=O)C3CC=CCC3C2=O)c1 (stereo unspecified)	2.3	-3.1	12.2	-15.2	-8.4	-13.1	8.5	5.1	-0.6
CC(=O)c1cccc([N+](=O)[O-])c1	0.6	/	16.9	-15.6	-9.2	-3.1	16.5	0.3	0.7
CC1(C)c2[nH]c3ccccc3c2C[C@@H]2C(=O)N(Cc3ccco3)C(=O)N21	0.6	/	12.0	-5.7	-19.9	-8.2	36.2	4.4	3.4
CC1CCCN(C(=O)c2ccc3c(c2)C(=O)N(CCC2=CCCCC2)C3=O)C1 (stereo unspecified)	1.8	13.6	-2.5	7.3	-19.9	-7.2	8.2	2.1	0.8
CC(C)C[C@H]1CN(CCCC[C@@H]2CNC(=O)C(=O)N2Cc2ccccc2)C(=O)C(=O)N1CCc1ccc(O)cc1	/	/	-11.0	12.2	/	/	0.2	0.2	/
CCCCNc1nc(Nc2ccc(C)c(Cl)c2)c2cnn(C)c2n1	-1.0	-21.4	7.5	-12.6	1.4	-3.6	-3.4	0.7	-1.8
CCOC(=O)C1=C(CC)Nc2ccccc2N=C1NC(=O)c1ccc(OC)c(S(=O)(=O)N2CCCCC2C)c1 (stereo unspecified)	0.1	-12.2	4.9	-11.1	-37.0	-4.5	-7.2	0.3	-3.0
O=C(NC1CCS(=O)(=O)C1)c1cccnc1 (stereo unspecified)	-0.3	-7.8	/	/	-2.6	-25.8	/	/	0.9
COC(=O)[C@]12CCCCC=C1N(Cc1ccc(Cl)cc1Cl)C(=O)[C@H](CC(=O)NCc1ccc(OC)c(OC)c1)C2	/	/	18.6	-10.8	/	/	10.9	1.8	/
COc1ccccc1/C=C/C=C1N=C(/C=C/c2ccc(Cl)cc2)OC/1=O	1.4	-4.7	16.9	-5.6	-6.3	-9.7	13.9	0.0	-0.6
